NFkB SMM: binds human NF-kappa-B p105 on microarray; P19838; Small molecule microarray, anti-His fluorescence binding; calls only; hit rate 1.3% among 17,000; AID 624139;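 active = spot fluorescence over background significantly raised, with a chance value under 7% in all four replicate spots of the compound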;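 also: probe protein is his-tagged human p50 processed subunit at 1 µg/ml; raw spot fluorescence signals with no normalization applied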
Target sequence (P19838 1-433 limits assumed): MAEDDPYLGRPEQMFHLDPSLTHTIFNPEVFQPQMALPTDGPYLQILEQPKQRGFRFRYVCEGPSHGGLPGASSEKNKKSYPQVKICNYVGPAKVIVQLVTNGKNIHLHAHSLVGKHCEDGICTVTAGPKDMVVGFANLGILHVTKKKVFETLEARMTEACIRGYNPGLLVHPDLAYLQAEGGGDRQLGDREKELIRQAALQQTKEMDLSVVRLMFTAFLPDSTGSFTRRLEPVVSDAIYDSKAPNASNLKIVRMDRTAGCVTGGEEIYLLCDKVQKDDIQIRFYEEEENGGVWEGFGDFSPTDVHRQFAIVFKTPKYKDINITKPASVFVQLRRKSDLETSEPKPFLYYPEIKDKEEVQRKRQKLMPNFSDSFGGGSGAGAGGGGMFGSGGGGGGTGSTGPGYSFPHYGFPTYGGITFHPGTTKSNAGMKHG
Calls only; i = inactive. A portion of the library; count on the stated rates, not on these rows.

nr | SMILES | NFkB SMM
1 | COc1ccccc1N1C(=O)CC(Sc2nccc(C)n2)C1=O (centres undefined) | i
2 | CC(C)NC(=O)N(C)C[C@@H]1Oc2ccc(NS(=O)(=O)c3cccs3)cc2CC(=O)N([C@@H](C)CO)C[C@@H]1C | i
3 | C[C@@H]1CN([C@H](C)CO)C(=O)Cc2cc(NC(=O)Nc3ccccc3)ccc2O[C@@H]1CN(C)CC1CC1 | i
4 | Cc1noc(C)c1NC(=O)N(C)C[C@@H]1Oc2ccc(NC(=O)Nc3ccc(F)cc3)cc2C(=O)N([C@H](C)CO)C[C@H]1C | i
5 | COc1nnc(-c2ccc(N3CCOCC3)c(NC(=O)COc3ccc(C)cc3)c2)c2ccccc12 | i
6 | Cc1ccc(NCC(O)CSc2nc3c(cc2C#N)CCCC3)cc1 (centres undefined) | i
7 | CC(C)NC(=O)N(C)C[C@H]1OCCCC[C@@H](C)Oc2ccc(NC(=O)Cc3ccccc3)cc2C(=O)N([C@@H](C)CO)C[C@@H]1C | i
8 | C[C@@H]1CN([C@H](C)CO)C(=O)c2cc(NS(=O)(=O)c3ccc(Cl)cc3)ccc2O[C@@H]1CN(C)C(=O)Nc1ccc2c(c1)OCO2 | i

A second format for part of the listing above.
6	Cc1ccc(NCC(O)CSc2nc3c(cc2C#N)CCCC3)cc1 (centres undefined)
  NFkB SMM: i
2	CC(C)NC(=O)N(C)C[C@@H]1Oc2ccc(NS(=O)(=O)c3cccs3)cc2CC(=O)N([C@@H](C)CO)C[C@@H]1C
  NFkB SMM: i
7	CC(C)NC(=O)N(C)C[C@H]1OCCCC[C@@H](C)Oc2ccc(NC(=O)Cc3ccccc3)cc2C(=O)N([C@@H](C)CO)C[C@@H]1C
  NFkB SMM: i
5	COc1nnc(-c2ccc(N3CCOCC3)c(NC(=O)COc3ccc(C)cc3)c2)c2ccccc12
  NFkB SMM: i

Bioassay records (PubChem)
